Screening data deposited in PubChem BioAssay by National Center for Advancing Translational Sciences (NCATS).
EPAC1 agonist: agonists of human EPAC1. EPAC1 agonist qHTS, biochemical assay; response scale: 100% = response to 6.5 mM cAMP. 360,000 tested, 0.073% active. Potency, µM (doses to about 154 µM), inactives show at the top dose activation, usual class: activators; further: potency means the concentration at half of the fitted maximal effect; nearly all actives have a fitted effect of over 60% in size
Target sequence (O95398 whole entry, looked up): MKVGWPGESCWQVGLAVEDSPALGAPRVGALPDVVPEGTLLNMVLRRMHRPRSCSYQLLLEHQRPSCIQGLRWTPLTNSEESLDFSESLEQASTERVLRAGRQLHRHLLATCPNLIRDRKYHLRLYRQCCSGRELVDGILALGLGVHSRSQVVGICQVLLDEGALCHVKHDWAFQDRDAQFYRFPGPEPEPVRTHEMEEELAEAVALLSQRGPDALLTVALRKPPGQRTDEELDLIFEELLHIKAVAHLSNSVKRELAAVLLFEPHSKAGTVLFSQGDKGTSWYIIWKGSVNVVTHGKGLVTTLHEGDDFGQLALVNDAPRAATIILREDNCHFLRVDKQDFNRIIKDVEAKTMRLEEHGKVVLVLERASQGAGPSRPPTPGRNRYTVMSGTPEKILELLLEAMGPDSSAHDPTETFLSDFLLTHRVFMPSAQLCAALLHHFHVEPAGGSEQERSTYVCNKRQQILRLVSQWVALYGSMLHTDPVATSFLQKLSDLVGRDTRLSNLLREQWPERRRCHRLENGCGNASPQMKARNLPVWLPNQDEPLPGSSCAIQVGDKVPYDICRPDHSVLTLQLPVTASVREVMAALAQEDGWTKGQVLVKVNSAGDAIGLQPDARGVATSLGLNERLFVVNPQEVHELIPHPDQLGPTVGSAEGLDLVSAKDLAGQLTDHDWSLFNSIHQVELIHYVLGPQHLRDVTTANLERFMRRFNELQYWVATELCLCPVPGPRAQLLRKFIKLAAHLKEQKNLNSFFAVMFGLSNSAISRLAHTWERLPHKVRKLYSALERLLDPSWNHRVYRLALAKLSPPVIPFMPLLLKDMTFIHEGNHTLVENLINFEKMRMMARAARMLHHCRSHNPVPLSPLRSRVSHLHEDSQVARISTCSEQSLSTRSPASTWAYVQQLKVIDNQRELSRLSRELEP
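EPAC1 100 nM, Rap1B–BODIPY-GDP 250 nM, unlabeled GDP 50 uM; compound titration; 5 min RT; kinetic read ex480/em540 at 5-min intervals ×30 min; data normalized to 6.5 mM cAMP agonist control.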
GLP-1R inv ag: acts as inverse agonist at human GLP-1 receptor. Potency, µM (top dose mostly 38.3 µM), without a hit: at the top dose activity change, negative = inhibition, actives largely listed as inhibitors. 410,000 tested, 1.6% active. AID 624417. HEK293 GLP-1R CRE-luciferase, luminescence, 24 h; GLP-1R form is constitutively active; further: potency means the concentration at half of the fitted maximal effect; on the % scale 0 is the no-effect control and ±100 the full control effect; nearly all actives have a fitted effect of over 55% in size
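qHTS in 1536-well format: reporter HEK293 cells expressing constitutive GLP-1R activity in DMEM + 10% Nu serum, 24 hr with compounds at 37 deg C, luminescence read after 12 min with detection reagent.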
EPAC1 antag: blocks human EPAC1 exchange factor. EPAC1 GEF assay, Rap1b-BODIPY-GDP exchange fluorescence. Potency, µM (series often up to 115 µM), without a hit: at the top dose activity change, negative = inhibition, most hits filed as inhibitors. 360,000 tested, 0.14% active. AID 720709;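 further: potency means the concentration at half of the fitted maximal effect; plate controls were vehicle for no effect and positive control for full effect; nearly all actives have a fitted effect of over 50% in size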
GLP-1R agonist: agonists of human GLP-1 receptor. P43220. HEK293 GLP-1R CRE-luciferase, luminescence, 4-6 h; cells express a hypersensitive GLP-1R form. Potency, µM (series often up to 45.6 µM), for inactives: at the top dose activation, usual class: activators. 380,000 tested, 0.007% active; further: potency means the concentration at half of the fitted maximal effect; % of control where 0% means no effect
PI5P4Ka inh: PI5P4K alpha (human) kinase inhibition. P48426. 330,000 tested, 1.2% active. max response, %. AID 652105. PI5P4Kalpha enzyme, ADP-Glo luminescence, 60 min; hits give low values; active means max response of -50% or lower; inconclusive means between -30% and -50%; inactive means -30% or higher; further: value at the top dose of about 77 µM; on the % scale 0 is the no-effect control and ±100 the full control effect
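ADP-Glo luminescence end-point read after a 60 min room-temperature kinase reaction of PI5P4Kalpha plus substrate, initiated with ATP at 5 microM final. Buffer: 0.038 M HEPES pH 7.4, EGTA, 0.1% CHAPS, 5% DMSO.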
GLP1R cytotox: cytotoxicity counter-screen for GLP-1 receptor inverse agonists; HEK293 cAMP-luciferase reporter cells, luminescence, 24 h; Potency, µM (series often up to 38.3 µM), inactives show at the highest dose activity change, negative = inhibition, most hits filed as inhibitors; 410,000 tested, 0.13% active;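 further: loss of luciferase light is scored as toxicity; potency means the concentration at half of the fitted maximal effect; on the % scale 0 is the no-effect control and ±100 the full control effect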
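Compound-treated cells are incubated 24 hr at 37 deg C under 5% CO2 after a 12 hour attachment period, then luciferase detection reagent is added and luminescence is measured following 12 min at room temperature; lowered signal indicates toxicity.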
PTHR1 ag: PTHR1 (human) receptor agonism; AID 743266; 410,000 tested, 0.075% active; Q03431; Potency, µM (series often up to 115 µM), for the others: at the highest dose activation, actives largely listed as activators; HEK293 GP2 PTHR1 cells, GloSensor cAMP luminescence, 1 h; further: potency means the concentration at half of the fitted maximal effect; nearly all actives have a fitted effect of over 55% in size; some results filed as inactive show a strong effect at the top dose; inactives centre near -15; many of its hits are not listed in these tables
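HEK-293-derived GP2 cells expressing PTHR1 and a GloSensor cAMP reporter, 3,000/well, plated overnight, given luciferin plus IBMX (each 0.5 mM as added) for 1 h at 37 °C, then compound for 1 h at 37 °C. Luminescence was read after 15 min at room temperature.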
PLK1 PBD inh: inhibitors of human PLK1 polo-box domain binding; P53350; Plk1 PBD binding of FITC phosphopeptide, fluorescence polarization; Potency, µM, for the others: max response, negative = inhibition, actives largely listed as inhibitors; 360,000 tested, 2.8% active; AID 720504; further: potency means the concentration at half of the fitted maximal effect; series mostly up to about 57 µM; on the % scale 0 is the no-effect control and ±100 the full control effect; nearly all actives have a fitted effect of over 65% in size
IL2 activator: IL-2 activation; activation, % (series mostly up to about 46 µM); IL-2 activation reporter assay, cell-based qHTS; stimulated with anti-CD3/CD4/CD28 beads; in transgenic mouse T cells; AID 652025; 360,000 tested, 0.065% active; in the data active means activation above about 50%; inconclusive means mostly about 30% to 49%; further: 0% is about no effect
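EGFP and DsRed fluorescence is measured by plate cytometry in unstimulated transgenic mouse T cells exposed to compound for 60 minutes, then stimulated 18 hours at 37 degrees C with anti-CD3/anti-CD4 beads plus anti-CD28.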
The depositor's hits bear a star; i = inactive; ? = inconclusive; . = not tested or not shown; & = joins results of further samples; [ ] = another dose, or the depositor's remark. Unless noted, the call rests on the fitted dose curve; in most records, active means well fitted curve in the direction sought with a large enough effect; inconclusive means small, poorly fitted or top-dose-only effect, or another doubt; inactive means no such curve, though single readings can be large; an effect the other way counts as inactive or inconclusive.

The line under a structure holds: PLK1 PBD inh, PTHR1 ag, PI5P4Ka inh, GLP1R cytotox, EPAC1 antag, GLP-1R inv ag, GLP-1R agonist, EPAC1 agonist, IL2 activator
CCCC(=O)N(c1ccc2oc(C)c(C(C)=O)c2c1)S(=O)(=O)c1ccc(C)c([N+](=O)[O-])c1
    -2.3%, -0.7%, -4.4, -7.6%, -0.9%, 6.9%, -6.1%, -1.0%, -2.1
CC(C)C(=O)NCC(c1ccc2c(c1)OCO2)N1CCOCC1 (configuration not stated)
    1.4%, i, -3.4, 2.7%, -8.6%, -6.6%, -4.3%, -2.1%, 0.1
Cc1cccn2c(=O)c3cc(C(=O)NCC4CCCO4)c(=N)n(C4CCCCC4)c3nc12 (configuration not stated)
    -7.1%, -22.8%, 4.7, i, 5.8%, 79.6%[activator], 10.6%, 1.9%, -5.0
COC(=O)c1ccc(N=NN2CCCCCC2)cc1
    0.0%, -55.9%[inhibitor], 22.0, 32.9%[activator], -18.0%, -11.1%, 16.8%, -3.6%, -2.8
CCOC(=O)C1=C(C)N=C2c3ccccc3C(=O)C2C1c1ccccc1 (configuration not stated)
    -6.3%, -24.6%, 15.0, ?, -0.1%, ?, -0.8%, -3.8%, -0.1
O=c1c(Br)ccc(Br)cc1Br
    0.532µM*, -95.5%[inhibitor], -6.1, ?, ?, ?, -19.6%, -9.5%, -6.9
CCCCN(CC)CCCn1cnc2c([nH]c3ccc(Cl)cc32)c1=O
    ., i, ., -4.8%, ., -22.3%, 8.3%, ., .
COc1cc2[nH]c(C(=O)N3CCN(C)CC3)cc2c(OC)c1OC
    -4.6%, i, 1.0, -2.3%, -12.6%, 31.9%[activator], 6.1%, 10.2%, -1.9
CC(C)C[C@@H](CN1CCCC1CN1C(=S)NC[C@@H]1Cc1ccccc1)N1C[C@H](Cc2ccccc2)N(CC2CCCCC2)C1=S (some centres not stated)
    -7.0%, -13.3%, 2.6, 12.1%, -5.8%, -20.2%, 5.4%, -10.5%, -0.9
Nc1nc(CSc2ccccn2)nc(Nc2ccccc2)n1
    -12.7%, i, -5.8, -4.4%, -6.7%, 11.1%, 7.9%, 10.7%, -1.5
CC(OC(=O)CN1C(=O)NC2(CCCCC2C)C1=O)c1ccccc1 (configuration not stated)
    -1.4%, i, -1.2, 2.4%, 7.4%, -65.2%, -1.3%, 10.2%, -0.2
COCC(C)NC(=O)c1noc2c1CCc1cc(OC)ccc1-2 (configuration not stated)
    -10.7%, -2.9%[57.5 µM], ., 3.3%, -8.7%, 0.0%, 2.9%, 8.6%, -0.2
O=C(Nc1ccc(OC(F)(F)F)cc1)c1ccc(-n2cncn2)nc1
    -6.9%, -30.8%[inhibitor], 2.3, 15.0%, -8.7%, -13.6%, -0.1%, 1.6%, -5.6
Brc1ccc(-c2nnc3sc(CN4CCN(c5ccccc5)CC4)cn23)cc1
    -2.8%, i, ., -11.7%, 0.1%, 0.0%, -15.0%, -1.1%, -0.1
O=C(O)C1CCC(Cn2c(SCc3cc(=O)n4ccccc4n3)nc3ccsc3c2=O)CC1 (configuration not stated)
    -8.3%, -5.8%, -5.4, -1.0%, 3.5%, 21.0%, -0.6%, 13.8%, 1.7

Printed as active in PLK1 PBD inh, among the entries above:
SMILES | PLK1 PBD inh | PTHR1 ag | PI5P4Ka inh | EPAC1 antag | GLP-1R inv ag | GLP-1R agonist | IL2 activator
O=c1c(Br)ccc(Br)cc1Br | 0.532µM* | -95.5%[inhibitor] | -6.1 | ? | ? | -19.6% | -6.9

(further entries)
The line under a structure holds: PLK1 PBD inh, PTHR1 ag, PI5P4Ka inh, GLP1R cytotox, EPAC1 antag, GLP-1R inv ag, GLP-1R agonist, EPAC1 agonist, IL2 activator
CCCN1C(=O)c2cccc3c(N4CCCCC4)ccc(c23)C1=O
    -5.8%, i, -3.1, 86.8%[activator], 7.8%, 9.6%, -6.3%, ?, 1.3
CCOC(=O)C1CCCN(C(=O)COc2ccc(C(=O)c3ccc(F)cc3)cc2)C1 (configuration not stated)
    0.4%, -91.6%[inhibitor], -6.7, 3.1%, -1.8%, ?, -2.7%, 1.6%, -0.7
O=C(c1ccccc1)[C@@H]1[C@@H]2C(=O)N(c3ccc(F)cc3)C(=O)[C@@H]2C2CCCN21 (some centres not stated)
    -12.3%, i, -9.5, -18.5%, -12.1%, 68.3%[activator], 19.0%, -8.5%, -0.2
CC(=O)C(=Cc1ccc(Cl)cc1)C(=O)c1ccccc1
    -25.2%, -52.3%[inhibitor], -17.2, ?, ?, ?, -16.1%, 3.8%, -0.7
O=C(CCn1cccc1)N1CCc2ccccc21
    -15.2%, i, -1.6, 70.1%[activator], -5.8%, 19.1%, 5.2%, -0.7%, 1.6
C=CCNC(=O)C1CCC(CNc2nc(=S)[nH]c3ccccc23)CC1 (configuration not stated)
    -4.8%, i, -1.9, -13.9%, 10.0%, 10.0%, 6.4%, 6.5%, 1.1
CC1CCCCN1S(=O)(=O)c1ccc(C(=O)Nc2nnc(C3=COCCO3)o2)cc1 (configuration not stated)
    -8.7%, i, -13.7, 9.1%, -9.8%, 38.2%[activator], -5.6%, -0.5%, -1.0
Cc1ccc(CN=Cc2[nH]c3ccc(Br)c(Cl)c3c2O)cc1
    -5.0%, i, ., 4.5%, 6.8%, 3.6%, 8.5%, 5.0%, -1.5
O=C(Cn1nc(-c2ccccc2)c2ccccc2c1=O)Nc1cccnc1
    -11.5%, -2.9%[57.5 µM], 4.2, -12.5%, 6.6%, 10.9%, 27.3%, 1.5%, -1.5
CCCOc1ccc(OC(=O)c2ccc(Br)o2)cc1
    -2.8%, i, ., 2.9%, -16.2%, 0.0%, 1.4%, -5.3%, -1.3
O=c1c2ccccc2ccc2ccc(P(=O)(O)O)cc12
    ., i, ., ., 0.9%, ., -4.4%, -18.0%, 0.0
Cn1c(SCc2ccc(Br)cc2)nnc1-c1ccncc1
    0.7%, i, ., 7.7%, -2.9%, 5.5%, 17.3%, 7.5%, -1.0
S=c1[nH]nc(-c2ccccc2)n1/N=C/c1cccc(Br)c1
    ?, -2.0%, -6.0, -8.5%, -29.7%, 3.6%, -0.3%, 1.6%, -1.5
Cc1cc(N)n2ncc(-c3ccc(Cl)cc3)c2n1
    -0.3%, -32.4%[inhibitor][57.5 µM], 5.3, 3.9%, 3.7%, ?, -1.8%, -2.7%, 0.1
CCc1ccc(OCC(=O)Nc2ccc(-c3cc4ccccc4oc3=O)c(OC)c2)cc1
    -0.2%, -31.1%, 11.6, -25.3%, -25.9%, ?, -19.2%, 12.4%, -0.5
Cc1ccc(O)c(C(=O)c2cc(C#N)c(=O)n(C(C)c3ccccc3)c2)c1 (configuration not stated)
    -6.2%, -70.6%[inhibitor], -1.3, -6.9%[7.66 µM], -3.4%, -0.7%[7.66 µM], 0.5%, 11.3%, -0.8
CCSc1ncc(Cl)c(C(=O)Nc2cc(C)ccc2C)n1
    -8.6%, 2.9%&-29.6%, 7.1, 2.1%&-3.1%, -1.9%, -18.8%&5.0%, -4.7%, 3.8%, -0.3
Cn1c(N)c(C(=O)COC(=O)/C=C/c2cccc(Cl)c2)c(=O)n(C)c1=O
    0.5%, -25.0%, 20.2, -12.2%, 1.1%, 11.4%, -8.5%, 4.5%, -1.2
CC12CCC(C(=O)NNc3ccccc3)(OC1=O)C2(C)C (configuration not stated)
    1.6%, i, 6.3, -26.0%, 11.8%, ?, -1.4%, -6.7%, 0.8
Cc1cccc(C)c1-n1nnnc1C1(C)CCC(=O)N1Cc1ccco1 (configuration not stated)
    -0.5%, -9.0%, -3.1, -4.8%, -11.7%, 20.1%, -4.5%, -14.1%, 0.3
COc1cc(/C=C/C(=O)OCC(=O)NC(=O)C2COc3ccccc3O2)ccc1OC(F)F (configuration not stated)
    0.4%, i, -4.0, -10.4%, 0.8%, 2.7%, 6.5%, 1.7%, -0.4
CCCCCCOC(=O)CCc1c(C)nc(N)[nH]c1=O
    -15.6%, -19.9%[57.5 µM], -9.3, 0.6%, 2.7%, 10.8%, -1.1%, -4.1%, 1.7
Fc1ccc(-c2cc(C(F)(F)F)n3ncnc3n2)cc1
    -0.6%, -10.1%, -2.7, 0.2%, 0.3%, 10.7%, -2.8%, -11.0%, -1.6
CC(=O)N1CCOc2ccc(S(=O)(=O)NCCc3ccc(S(N)(=O)=O)cc3)cc21
    26.7µM*, -3.1%, 0.1, -14.9%, 6.7%, -2.3%, 1.1%, 9.4%, 0.9
CC(=O)Nc1ccc(NC(=O)CCCNC(=O)c2ccc(Cl)cc2)cc1
    -11.1%, i, 5.1, 2.5%, 16.6%, 7.1%, 7.3%, 7.9%, -0.3
Cc1ccc2cc(C#N)c(SCC(=O)N3CCCc4ccccc43)nc2c1C
    -9.8%, 17.9%, -6.7, 0.2%, 5.8%, 0.4%, -26.5%, 12.7%, 0.6
O=C1CCN(CCc2ccccc2)CCN1[C@H](COc1ccccc1)c1ccccc1
    -5.2%, -44.0%[inhibitor], -10.2, -9.4%, 0.6%, ?, 5.2%, -18.9%, -0.9
O=C(Nc1ccc(NC(=O)c2ccccc2F)cn1)c1ccco1
    0.1%, -28.0%, 2.9, -13.9%, -13.5%, ?, -5.3%, -2.0%, -0.3
O=C(COC(=O)c1ccc(N2CCCC2=O)cc1)c1ccc(OC(F)F)cc1
    -12.3%, -13.1%, 1.7, -5.6%, 17.5%, 6.7%, 9.2%, 9.4%, 0.1
COC(=O)[C@]12CCCCC=C1N(CCC1=CCCCC1)C(=O)[C@H](CC(=O)N1CCC(c3ccccc3)CC1)C2
    -1.7%, -14.1%, 0.8, -1.8%, 2.3%, ?, -2.7%, -3.7%, -0.4
COCC(C)NC(=S)NC(=O)c1cc(S(=O)(=O)N2CCOCC2)ccc1C (configuration not stated)
    -8.8%, -9.9%, -0.5, 4.1%, -6.9%, 1.0%, 5.6%, 1.0%, -1.0
CCOC(=O)C1=C(O)/C(=C\c2ccc(CNC(=O)C(=O)Nc3ccccc3)o2)N=C1C
    -20.3%, i, -64.7*, -4.1%, -4.2%, 6.1%, -9.2%, -4.6%, -0.5

Not all compounds are listed; count on the stated rates, not on these rows.
